CIT2 TOR yeast = modulators of TOR pathway CIT2-GFP in S. cerevisiae; hit rate 0.065% among 320,000; S. cerevisiae CIT2-GFP strain, flow cytometry, 3 h; 100 means same as DMSO wells; AID 2029; GFP response vs DMSO, % at 10 µM;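 active = GFP response relative to DMSO above a set limit, near the screen mean plus 3 SD, cut at about 150% in these data; inconclusive = Fewer than 70 cells measured for a yeast strain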;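 also: ratio of well median GFP fluorescence to mean of DMSO wells on the plate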
procasp3 activ = activators of human procaspase-3 | P42574 | recombinant procaspase-3 D3A, Ac-DEVD-pNA absorbance 405 nm | activation, % at 8.5 µM | hit rate 0.11% among 330,000;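 active = activation above the mean of all tested compounds plus 3 SD, cut at about 21% in these data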;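 also: 0% = DMSO alone and 100% = DMSO wells spiked with extra 5 µM PC-3 D3A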
Target sequence (P42574 whole entry D9A/D28A/D175A): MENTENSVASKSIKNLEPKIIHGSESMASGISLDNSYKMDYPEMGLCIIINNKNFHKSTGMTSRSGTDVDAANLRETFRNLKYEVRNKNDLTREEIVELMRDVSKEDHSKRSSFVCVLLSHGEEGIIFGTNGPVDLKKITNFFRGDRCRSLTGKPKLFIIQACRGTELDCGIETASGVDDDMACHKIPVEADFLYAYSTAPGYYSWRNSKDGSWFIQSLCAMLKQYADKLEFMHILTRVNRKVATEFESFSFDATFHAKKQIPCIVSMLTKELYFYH
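material = Procaspase-3 D3A mutant | probe or stimulus = Ac-DEVD-pNA | compound = single dose, 8.5 µM nominal compound, 0.8% DMSO | timing = 1 h preincubation, 2 h reaction | measured by = 405 nm absorbance of p-nitroaniline, reads at 0 and 120 min | benchmarks = DMSO-only low control, 5 µM PC-3 D3A high control | repeats = singlicate, each compound tested once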
proCasp7 act = counter-screen for procaspase-3 activators: activators of human procaspase-7 | P55210 | recombinant procaspase-7, Ac-DEVD-pNA absorbance 405 nm; D23A/D198A/D206A triple mutant, cannot self-cleave; scale: DMSO 0, 5 µM enzyme 100 | activation, % at 8.5 µM | hit rate 0.093% among 330,000 | AID 463210;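 active = percent activation above the screen-wide mean plus 3 SD, cut at about 25% in these data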
Target sequence (P55210 whole entry D23A/D198A/D206A): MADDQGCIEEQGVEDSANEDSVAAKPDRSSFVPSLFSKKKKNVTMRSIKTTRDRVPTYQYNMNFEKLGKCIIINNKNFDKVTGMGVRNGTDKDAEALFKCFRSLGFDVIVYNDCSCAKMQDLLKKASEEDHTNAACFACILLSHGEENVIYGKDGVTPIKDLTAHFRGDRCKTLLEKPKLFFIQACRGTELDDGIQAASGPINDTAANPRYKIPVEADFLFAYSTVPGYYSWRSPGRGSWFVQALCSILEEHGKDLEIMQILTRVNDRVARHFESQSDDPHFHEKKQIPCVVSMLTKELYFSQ
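signal = Epi-absorbance of released pNA at 405 nm, two timepoints | assay system = Uncleavable procaspase-7 mutant enzyme | reagent = Ac-DEVD-pNA substrate, 400 µM as added | times = 1 h enzyme–compound preincubation and 2 h substrate reaction, both 25 °C | benchmarks = low DMSO alone, high DMSO plus 5 µM PC-7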
LAP4-GFP MLPCN = yeast TOR pathway LAP4-GFP modulation | S. cerevisiae LAP4-GFP multiplex, flow cytometry GFP, 3 h; median GFP as percent of DMSO wells | hit rate 0.34% among 320,000 | GFP response vs DMSO, % at 10 µM;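 active = GFP response vs DMSO above a set limit, about the screen mean plus 3 SD, cut at about 150% in these data; inconclusive = under 70 cell events counted for the yeast strain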
AHR activator = activates the human aryl hydrocarbon receptor; AID 2796; P35869; activation, % at 5 µM; hit rate 2.5% among 320,000; AHR-responsive luciferase reporter cells, luminescence; in the data active = activation above about 47%;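 also: 0% = vehicle wells and 100% = reference agonist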
MEP2-GFP yeast = yeast TOR pathway MEP2-GFP modulation; S. cerevisiae MEP2-GFP strain, flow cytometry GFP, 3 h; 100% = DMSO control level; GFP response vs DMSO, % at 10 µM; hit rate 0.51% among 330,000; AID 2016;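 active = GFP response versus DMSO above a set limit, roughly screen mean plus 3 SD, cut at about 180% in these data; inconclusive = fewer than 70 cells counted for a yeast strain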;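 also: median GFP fluorescence of the barcode-gated MEP2-GFP cells per well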
RPL19A TOR yeast = modulators of TOR pathway RPL19A-GFP in S. cerevisiae; hit rate 0.3% among 330,000; percent response vs DMSO, % at 10 µM; S. cerevisiae RPL19A-GFP strain, flow cytometry, 3 h; stronger effect = lower value;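 active = percent response vs DMSO below 50%; inconclusive = fewer than 70 events counted for the yeast strain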;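 also: median channel GFP fluorescence of the barcoded RPL19A-GFP strain; ratio of sample median GFP to plate DMSO average so 100% = DMSO; lower means less RPL19A-GFP as with rapamycin TOR inhibition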
AGP1-GFP MLPCN = yeast TOR pathway AGP1-GFP modulation. GFP response vs DMSO, % at 10 µM. S. cerevisiae AGP1-GFP multiplex flow cytometry, 3 h; GFP as percent of DMSO wells. AID 2066. hit rate 0.02% among 320,000;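 active = GFP response relative to DMSO above a set limit, near screen average plus 3 SD, cut at about 150% in these data; inconclusive = fewer than 70 cells counted for the yeast strain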;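 also: median GFP channel fluorescence of the gated AGP1 strain per well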
Numbers without * were called inactive; ? = inconclusive; nt = no result given. Hits appear at their usual frequency; overall some 3.5% were active at least once.

mol	MEP2-GFP yeast	AGP1-GFP MLPCN	RPL19A TOR yeast	CIT2 TOR yeast	proCasp7 act	LAP4-GFP MLPCN	AHR activator	procasp3 activ
c1csc(-c2csc3nc(CN4CCOCC4)nc(NCc4ccc5c(c4)OCO5)c23)c1	100	103	95	97	0	100	21	10
Cc1cc(F)ccc1S(=O)(=O)N1CCCCC1CCNC(=O)C(=O)NCc1ccccn1 (configuration not stated)	100	108	95	104	3	108	3	4
Cc1cc(NC(=O)CSc2cn(CCNC(=O)c3ccc(F)cc3)c3ccccc23)no1	103	97	99	nt	5	91	5	4
C=CCn1c2ccccc2c2n[nH]c(=S)nc21	102	107	101	99	nt	96	nt	nt
O=c1[nH]c(C(F)(F)F)nc2c1nnn2Cc1ccccc1F	96	99	102	99	9	99	5	-8
COC(=O)c1ccc(CNC(=O)c2ccc3c(c2)S(=O)(=O)N=C2CCCCCN23)cc1	101	100	99	97	-5	108	-1	9
COc1ccc(N2CCN(C(=O)c3cccc4nc(C)oc34)CC2)cc1	98	102	96	101	9	102	1	1
Cc1ccc(-c2ccnc3c(Br)c(C)nn23)cc1	101	92	101	96	-1	101	20	4
COc1ccc(CCNC(=O)CCC2COc3ccccc3O2)cc1OC (configuration not stated)	108	112	102	101	2	108	2	2
Cc1cc(S(=O)(=O)NCCCN2CCOCC2)ccc1F	114	107	107	113	8	111	0	7
O=C(CN1C(=O)C2CC=CCC2C1=O)N1CCN(S(=O)(=O)c2ccccc2)CC1 (configuration not stated)	103	104	98	104	5	97	0	13
COc1ccc(-c2[nH]ncc2-c2cscn2)c(O)c1	97	100	96	99	6	106	7	-3
COc1ccc(C(=O)/C=C/c2ccc(C)cc2)c(OC(=O)c2ccc([N+](=O)[O-])cc2)c1	109	105	106	99	13	101	8	5
CC(=O)c1ccc(Sc2ccccc2)cc1	94	95	99	93	2	84	-1	11
COCc1nnc(NC(=O)c2ccco2)s1	100	103	100	94	8	96	5	6
Cc1c(C(=O)OCC(=O)NCCN2C(=O)CSC2=O)cccc1[N+](=O)[O-]	96	97	93	97	3	97	0	-5
O=C(CSc1cccc[n+]1[O-])Nc1ccc([N+](=O)[O-])cc1Cl	99	98	102	93	3	100	5	2
CC(C)(C)c1[nH]c2ccccc2c1/C=N/O	102	99	98	103	8	102	1	3
COc1cccc(COC(=O)CCNC(=O)c2ccc(Br)cc2)c1OC	94	88	92	57	-2	130	5	-3
COc1ccccc1C(=O)CSc1cccc[n+]1[O-]	?	?	?	?	9	?	-2	10

The last 3 compounds of the section before are carried over, then new ones follow:
mol	MEP2-GFP yeast	AGP1-GFP MLPCN	RPL19A TOR yeast	CIT2 TOR yeast	proCasp7 act	LAP4-GFP MLPCN	AHR activator	procasp3 activ
CC(C)(C)c1[nH]c2ccccc2c1/C=N/O	102	99	98	103	8	102	1	3
COc1cccc(COC(=O)CCNC(=O)c2ccc(Br)cc2)c1OC	94	88	92	57	-2	130	5	-3
COc1ccccc1C(=O)CSc1cccc[n+]1[O-]	?	?	?	?	9	?	-2	10
COC(=O)c1c(NS(=O)(=O)c2ccc3ccccc3c2)sc2c1CCCC2	107	99	103	99	-6	97	13	-6
Cc1cccc(C)c1NC(=O)CN(C)C(=O)c1ccccc1Sc1ccccc1C#N	110	112	102	106	-1	109	-1	-1
Cc1ccc(C)c(NS(=O)(=O)c2ccc3c(c2)NC(=O)CCS3)c1	109	99	100	98	-5	93	3	10
CCC1(CC)NC(=O)N(CC(=O)OCC(=O)Nc2ccc(C(F)(F)F)cc2)C1=O	91	89	90	91	1	89	3	-7
Clc1ccc(-c2nc3ccccn3c2CN2CCOCC2)cc1	112	108	101	103	3	94	2	-1
COc1cccc(CN(C(=O)/C=C/c2ccco2)C2CCS(=O)(=O)C2)c1 (configuration not stated)	105	105	100	103	-1	95	0	6
CC(C)CNC(=O)C1CCCN(C(=O)NCc2ccccc2)C1 (configuration not stated)	111	93	98	100	12	105	2	-1
O=C(Nc1nccs1)c1ccc(COc2ccc(F)cc2)o1	102	100	103	94	-9	106	24	5
CNC(=O)C(=O)Nc1c(C)cc(C)cc1C	101	96	101	97	7	89	8	2
COc1ccc(-n2nnnc2SC(C)C(N)=O)cc1 (configuration not stated)	95	94	93	96	0	90	0	1
Cc1ccc(C2C(C#N)=C(N)Oc3n[nH]c(-c4ccccc4)c32)o1 (configuration not stated)	96	96	104	105	5	96	9	3
Cc1cc(C=C2C(=O)c3ccccc3C2=O)c(C)n1-c1cccc(C(=O)O)c1	214*	83	104	106	-22	123	2	-13
O=S(=O)(c1c(Cl)sc(Cl)c1Br)N1CCCC1	84	87	91	81	-3	113	-2	5
C=C1C(=O)O[C@H]2[C@H]1[C@@H](O)CC(=C)[C@@H]1CC(=O)[C@@H](C)[C@H]21	90	104	100	101	9	94	-1	-3
O=C(COc1ccccc1Cl)NCCC1=CCCCC1	103	99	98	92	3	101	9	7
CCNC(=O)C(=O)Nc1ccc2c(c1)N(S(=O)(=O)c1cccs1)CCC2	117	105	101	92	9	114	0	-2
Cc1nn(C)cc1S(=O)(=O)Nc1ncccn1	91	102	107	124	-5	78	0	-4
COc1cccc(CNS(=O)(=O)c2c(C)nc3sccn3c2=O)c1	111	114	106	111	2	112	-1	12
NNC(=O)c1ccc(COCC(F)(F)C(F)F)cc1	101	99	102	97	-11	102	2	-4
Nc1c(C(=O)Nc2ccccc2)c2nc3ccccc3nc2n1-c1ccc(O)cc1	111	103	100	99	7	111	-13	-1
COc1ccc(C(=O)Cn2c(=O)c(CCC(=O)O)nn3c4ccccc4nc23)cc1OC	103	105	100	112	6	99	2	-1
CCN(CC)c1ccc2cc(C=O)c(=O)oc2c1	100	72	105	64	-18	96	9	-23
Cc1cccc(S(=O)(=O)NNC(=O)c2sc(C)nc2C)c1	112	97	100	104	7	96	7	2
COc1cc2c(C)nc3c(c(C)nn3-c3ccccc3)c2cc1OC	107	100	98	105	0	106	21	4
CCc1cccc(NC(=O)Nc2ccc3c(c2)OCO3)c1	110	102	103	108	-14	103	44	-6
O=C(COc1coc(CN2CCN(c3cccc(Cl)c3)CC2)cc1=O)NC1CCCC1	101	110	99	97	2	108	-1	-2
CCOc1ccc(C(=O)NCC(=O)NCC(c2ccccc2OC)N2CCCC2)cc1 (configuration not stated)	105	103	101	96	12	103	-2	1
CCN(CC(=O)NC(C)(C)C)C(=O)c1ccc(Br)cc1	113	116	103	117	3	106	1	2
CC(C)OCCCNC(=O)Cc1ccc(F)cc1	98	101	102	100	5	97	0	-3
Cc1ccc(S(=O)(=O)N(C)c2ccc(OCC(=O)OCc3ccc(C#N)cc3)cc2)cc1	99	101	100	102	-1	96	2	6
CCOC(=O)c1c[nH]c2nc(C)ccc2c1=O	95	91	89	97	2	94	6	5
CC12CN3CCN(CC(C3)/C1=N/NC(=O)Nc1ccccc1)C2	105	92	101	98	4	89	0	4
COc1cc(S(=O)(=O)NCC2COCCO2)ccc1-n1cnnn1 (configuration not stated)	100	93	97	93	7	96	-1	-5
Cc1ccc([N+](=O)[O-])cc1S(=O)(=O)NCCc1c(C)[nH]c2ccccc12	96	90	100	93	-18	86	45	5
Cc1ccc(Cl)c(NC(=O)CCl)c1Cl	96	92	103	86	3	80	3	3
COc1ccc2[nH]cc(CCNC(=O)Cc3c(F)cccc3Cl)c2c1	100	102	96	104	1	95	-2	-1
CCOC(=O)c1c(NC(=O)COC(=O)C2CC2C)sc(C)c1C (configuration not stated)	104	104	105	103	12	113	2	12
COc1cccc2cc(C(=O)NC3CC(C)(C)NC(C)(C)C3)c(=O)oc12	96	104	99	98	-7	101	-1	8
CS(=O)(=O)Nc1cccc(C2=NN(C(=O)c3ccco3)C(c3cccs3)C2)c1 (configuration not stated)	96	100	102	99	3	92	-5	4
CCCS(=O)(=O)N1CCC(C(=O)NCC2CCCO2)CC1 (configuration not stated)	100	104	99	106	7	100	-1	1
O=C(CN1C(=O)NC2(CCCCCCC2)C1=O)NCc1ccccc1Cl	100	92	89	93	1	92	-1	11
Cc1ccc(S(=O)(=O)N2CCCCC2)cc1NC(=O)COC(=O)c1cccn1C	105	97	106	100	9	100	-2	13
CCC(C)NC(=O)Cn1c(COc2ccc(Cl)cc2Cl)nc2ccccc21 (configuration not stated)	105	100	101	115	4	106	0	-3
O=C(CN1CCN(c2ccccn2)CC1)Nc1ccc(F)cc1F	100	98	102	99	-7	99	3	-6
Cc1c(C(=O)OCC(=O)N2CCCCC2C)oc2ccccc12 (configuration not stated)	97	93	93	89	1	89	-1	4
CCOC(=O)C(NCCc1ccccc1F)(NC(=O)CC)C(F)(F)F (configuration not stated)	101	108	108	103	-6	95	-2	-1
COc1ccc(/C=N\NC(=O)c2ccccc2F)cc1COc1ccc(F)cc1F	104	118	112	108	-7	112	14	1
CN(Cc1ccccc1)C(=O)c1ccc([N+](=O)[O-])o1	97	92	103	89	5	114	-2	-6
CC(=O)c1c(C)[nH]c(C(=O)OCC(=O)Nc2ccc3c(c2)OCCO3)c1C	103	109	109	105	5	109	2	-1
CCN(C(=O)COC(=O)c1cc(-c2cccc3ccccc23)nc2ccccc12)C1CCS(=O)(=O)C1 (configuration not stated)	98	98	100	98	-6	92	-4	0
O=C(NC1CCS(=O)(=O)C1)c1ccccc1Cl (configuration not stated)	105	97	99	99	9	97	0	5
COCc1ccccc1C1=CC(=O)C[C@H](c2ccc(OC)cc2)C1	88	91	94	104	7	98	1	-2
COc1ccc(CNC(=O)OCCN2CCN(Cc3ccccc3)CCC2=O)cc1	100	95	105	103	0	105	-3	4
COc1ccc(NC(=O)c2ccc(-c3ccc(OC)cc3)s2)cc1	99	110	108	101	0	96	4	5
COc1cccc(C2C=C(c3ccc(OC)cc3OC)Nc3nnnn32)c1 (configuration not stated)	103	97	98	91	-16	104	33	0
Cc1nc(C)c(-c2nnc(-c3cccc(S(=O)(=O)N(C)C)c3)o2)cc1C(=O)NN	105	102	105	105	7	93	1	-4
CC(=O)[C@@]1(O)C(C)CC2C3C=C(C)C4=Cc5c(cnn5-c5ccccc5)C[C@]4(C)C3C(O)C[C@@]21C (some centres not stated)	107	103	105	97	0	100	14	5
COc1ccc2c(c1OC)C(=O)OC2CC(=O)c1ccc(N(C)C)cc1 (configuration not stated)	105	104	100	99	41*	106	0	44*
CCCCC(=O)Nc1ccccc1CC	98	107	100	97	5	98	-1	-5
CCC(C)(C)NC(=O)c1ccc(S(=O)(=O)N(C)c2ccccc2OC)cc1	93	97	98	92	7	91	4	-4
